Bioassay records deposited in PubChem by National Center for Advancing Translational Sciences (NCATS).
RORg inh – qHTS for inhibitors of ROR gamma transcriptional activity. Nuclear receptor ROR-gamma (Mus musculus), P51450. Drosophila S2 Gal4-RORgamma UAS-luciferase reporter, 20 h. Potency, µM (doses to about 53.6 µM), without a hit: at the top dose activity change, negative = inhibition, hits mostly inhibitors. hit rate 5.4% among 310,000; further: on the % scale 0 is the no-effect control and ±100 the full control effect; nearly all actives have a fitted effect of over 60% in size
Target sequence (P51450 whole entry, looked up, the tested form may be a part): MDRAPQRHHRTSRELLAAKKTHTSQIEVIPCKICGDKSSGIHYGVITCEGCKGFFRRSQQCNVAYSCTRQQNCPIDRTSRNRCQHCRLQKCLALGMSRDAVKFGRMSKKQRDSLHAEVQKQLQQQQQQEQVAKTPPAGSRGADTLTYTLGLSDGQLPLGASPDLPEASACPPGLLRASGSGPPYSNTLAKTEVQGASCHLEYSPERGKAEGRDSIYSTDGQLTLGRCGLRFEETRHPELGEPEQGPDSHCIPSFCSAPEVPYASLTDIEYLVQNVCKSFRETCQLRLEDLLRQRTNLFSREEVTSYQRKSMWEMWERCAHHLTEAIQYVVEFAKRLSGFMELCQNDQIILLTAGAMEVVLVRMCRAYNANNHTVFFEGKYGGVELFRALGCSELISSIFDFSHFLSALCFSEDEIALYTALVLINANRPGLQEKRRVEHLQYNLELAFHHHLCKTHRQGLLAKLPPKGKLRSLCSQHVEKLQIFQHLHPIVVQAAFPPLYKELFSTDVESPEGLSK
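Luciferase reporter read in Schneider cells carrying Gal4-RORγ (mouse) and UAS-Photinus luciferase; cells given compound 1 h before 700 uM copper sulfate induction, then incubated 20 h at ambient temperature.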
uPA surface inh – qHTS for Inhibitors of Cell Surface uPA Generation | cell surface uPA generation assay, qHTS | Potency, µM (series often up to 38.3 µM), for the others: at the highest dose activity change, negative = inhibition, actives largely listed as inhibitors | hit rate 0.31% among 330,000 | AID 540303, 2011; active means well fitted inhibition curve with a large enough effect; inconclusive means small, poorly fitted or top-dose-only effect; inactive means no such curve, though single readings can be large or run the other way; tested in mouse RAW 264.7 cells; further: on the % scale 0 is the no-effect control and ±100 the full control effect; nearly all actives have a fitted effect of over 55% in size
Rab9 prom act – qHTS Assay for Rab9 Promoter Activators; Huh7 Rab9 promoter-luciferase reporter, luminescence, 24 h; Potency, µM (series often up to 9.22 µM), inactives show at the top dose activation, negative = inhibition, usual class: activators; hit rate 2.8% among 320,000; further: % of control where 0% means no effect; nearly all actives have a fitted effect of over 60% in size
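Cells were plated at 1500 per well in reduced-serum medium with 10% FBS and left 2 h. Compound in DMSO was then added for 24 h at 37 °C. Reporter signal was read by luminescence after 10 min with luciferase detection reagent.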
BRCA1 expr act – qHTS Assay to Identify Small Molecule Activators of BRCA1 Expression. MCF7-BRCA1-FFLuc reporter, luminescence, 48 h; response scale: scaled: vehicle 0%, 10 µM genistein 100%. Potency, µM (doses to about 46.1 µM), without a hit: at the top dose activation, usual class: activators. hit rate 1.1% among 380,000. AID 624202, 2012; further: nearly all actives have a fitted effect of over 80% in size; some results filed as inactive show a strong effect at the top dose
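Luminescence from a BRCA1-driven firefly luciferase in MCF7 cells was the read-out, taken 15 min after substrate addition following 48 h compound exposure at 37 °C. Data were normalized to a 10 microM genistein control and DMSO vehicle.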
MBNL1-CUG inh – qHTS Assay for Inhibitors of MBNL1-poly(CUG) RNA binding. TR-FRET MBNL1-His/biotin-(CUG)12 binding, 665/545 ratio. Muscleblind-like protein 1 (Homo sapiens), Q9NR56. AID 2675, 2010. Potency, µM (doses to about 57.5 µM), inactives show at the highest dose activity change, negative = inhibition, hits mostly inhibitors. hit rate 0.036% among 280,000; active means well fitted inhibition curve with a large enough effect in the signal ratio, with a control signal flat, not every such curve was filed as active; inconclusive means small, poorly fitted or top-dose-only effect, or effect the other way, or a change in a side signal; inactive means no such curve, though single readings can be large or run the other way; the % refers to the signal ratio; further: on the % scale 0 is the no-effect control and ±100 the full control effect
Target sequence (Q9NR56 whole entry, looked up): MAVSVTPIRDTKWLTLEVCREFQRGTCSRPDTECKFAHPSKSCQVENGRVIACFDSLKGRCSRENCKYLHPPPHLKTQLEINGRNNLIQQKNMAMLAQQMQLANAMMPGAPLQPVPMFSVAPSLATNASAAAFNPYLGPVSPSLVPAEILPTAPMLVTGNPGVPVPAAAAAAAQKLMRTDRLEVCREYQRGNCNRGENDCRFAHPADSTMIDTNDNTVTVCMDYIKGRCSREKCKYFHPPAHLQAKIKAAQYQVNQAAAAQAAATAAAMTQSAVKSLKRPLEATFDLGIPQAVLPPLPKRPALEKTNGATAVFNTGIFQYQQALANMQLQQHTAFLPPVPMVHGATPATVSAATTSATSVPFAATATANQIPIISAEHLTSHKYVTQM
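Compound titration spanned 92 nM–58 uM against the MBNL1-His/biotin-(CUG)12 complex. After 60 min at room temperature with 5 nM streptavidin-XL665 and 0.055 ng/ul terbium anti-His, ratiometric 665/545 nm emission (Ex 340 nm) normalized to controls.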
FLuc modulator – qHTS profiling assay for firefly luciferase inhibitor/activator using purifed enzyme and Km concentrations of substrates (counterscreen for miR-21 project) | Luciferin 4-monooxygenase (Photinus pyralis), P08659 | purified FLuc, Km substrates, luminescence inhibition | Potency, µM (top dose mostly 57.5 µM), inactives show at the highest dose activity change, negative = inhibition, most hits filed as inhibitors | hit rate 6.9% among 360,000;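 further: plate controls were vehicle for no effect and reference inhibitor for full effect; nearly all actives have a fitted effect of over 55% in size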
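Biochemical qHTS of compounds, final roughly 60 µM downward over six points, against 10 nM purified firefly luciferase using Km concentrations of substrates (10 uM D-luciferin, 10 uM ATP) in Tris acetate pH 7.5 buffer; luminescence output.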
p53 reactivation – qHTS assay for re-activators of p53 using a Luc reporter | H1299 p53-A138V BP100-luciferase reporter, luminescence, 24 h | Potency, µM (top dose mostly 92.2 µM), for the others: at the highest dose activity change, positive = activation, usual class: activators | hit rate 0.063% among 320,000 | AID 504706, 2011; further: % of control where 0% means no effect; nearly all actives have a fitted effect of over 45% in size
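H1299 (p53-null), stable ts p53-A138V + BP100-Luc; 1000 cells/well, Opti-MEM/10% FBS; cpd 4 pt, 1:5; 24 h, 37 deg C, 5% CO2; detection reagent 10 min RT; luminescence.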
ELG1 genotoxic – qHTS screen for small molecules that induce genotoxicity in human embryonic kidney (HEK293T) cells expressing luciferase-tagged ELG1 | HEK293T ELG1-luciferase reporter, luminescence, 16 h | Potency, µM (doses to about 46 µM), for the others: top-dose activity change, positive = activation, usual class: activators | hit rate 1.3% among 330,000 | AID 504466, 2011; further: % of control where 0% means no effect; nearly all actives have a fitted effect of over 60% in size
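After overnight (16 hr) compound treatment at 37 °C, ELG1-luciferase HEK293T cells were lysed with ONE-Glo; luminescence quantified 30 min later at room temperature.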
NPC1 promoter act – qHTS Assay for NPC1 Promoter Activators; Huh7 NPC1 promoter luciferase reporter, 24 h; hit rate 2.4% among 320,000; Potency, µM (doses to about 9.22 µM), inactives show top-dose activation, hits mostly activators; AID 485313, 2010;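 further: % of control where 0% means no effect; nearly all actives have a fitted effect of over 60% in size; reporter is driven by a mutant NPC1 promoter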
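Luciferase expression driven by the NPC1 promoter was measured in stably transfected Huh7 cells after a 24 h compound incubation, using a luciferase reagent and a luminescence read.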
Gal4-VP16 FLuc – VP16 counterscreen qHTS for inhibitors of ROR gamma transcriptional activity; Potency, µM (highest dose often 53.6 µM), for inactives: top-dose activity, negative = inhibition, most hits filed as inhibitors; Drosophila S2 Gal4-VP16 UAS-luciferase, luminescence, 20 h; hit rate 3.5% among 310,000;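 further: Gal4-VP16 expression switched on by copper sulfate through the metallothionein promoter; on the % scale 0 is the no-effect control and ±100 the full control effect; nearly all actives have a fitted effect of over 50% in size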
Starred values were filed as active, the others as inactive; ? = inconclusive; / = no result given; & = joins results of further samples; [ ] = another dose, or the depositor's remark. Unless noted, the call rests on the fitted dose curve; in most records, active means well fitted curve in the direction sought with a large enough effect; inconclusive means small, poorly fitted or top-dose-only effect, or another doubt; inactive means no such curve, though single readings can be large; an effect the other way counts as inactive or inconclusive. Potency means the concentration at half of the fitted maximal effect.

Value order – RORg inh, MBNL1-CUG inh, FLuc modulator, NPC1 promoter act, Gal4-VP16 FLuc, BRCA1 expr act, uPA surface inh, ELG1 genotoxic, Rab9 prom act, p53 reactivation
CCCc1cc(C(=O)Nc2cc(OC)ccc2OC)cs1
→ ?, -7%, 19µM*, -5%, -5%, -28%, 8%, 7%, 1%, 21%
COc1cccc(CN(C)C(=O)C2CSC3(C)CCC(=O)N23)c1OC (stereo unspecified)
→ /, /, 0%, -1%, /, 0%, 0%, 2%, -1%, -1%
COc1ccc(NC(=S)NCCC(c2ccccc2)c2ccccc2)c(OC)c1
→ 4µM*, -1%, 1%, 1%, 3.2µM*, -41%, 1%, ?, -21%, 4%
CCOC(=O)c1ccc(NC(=O)Oc2cc(C)c(Cl)cc2C(C)C)cc1
→ 14%, -2%, -9%, 2%, -16%, 33%, -1%, 5%, 4.5µM*, 7%
O=C(Nc1ccccc1F)c1cccc(C(=O)Nc2ccccc2F)c1
→ 6%, 5%, ?, 29%, -6%, 45%, 0%, 3%, ?, 2%
Cc1cccc2cc(COC(=O)c3ccco3)c(=O)[nH]c12
→ -2%[10 µM], 13%, -4%, 1%, 2%, -6%, -3%, 1%, 15%, 4%
Cc1ccccc1C(=O)NNC(=O)Cc1cccc2ccccc12
→ -13%, 6%, 4%, -3%, 1%, -3%, 7%, -1%, -2%, -11%
COc1ccc(C(CC(=O)N2CCCC2)c2ccc(F)cc2)cc1 (stereo unspecified)
→ -5%, 0%, -3%, 1%, -10%, -18%, 1%, -1%, -8%, -6%
N#CCCN(C(=O)COC(=O)c1ccc2c(c1)OCO2)c1ccccc1
→ /, /, /, -4%, /, 4%, 7%, 0%, -1%, -8%
CSCCC(NC(=O)c1ccccc1Cl)C(=O)NNC(=O)c1csc(N2CCOCC2)n1 (stereo unspecified)
→ /, /, -8%, 1%, /, -19%, 1%, -1%, 3%, ?
COc1ccc2c(c1)S/C(=C\C(=O)c1ccncc1)N2C
→ -8%, ?, 6.7µM*, ?, -17%, 4.5µM*, -14%, 21µM*, ?, 22%
COc1ccc(OCCC(=O)NCC23CC4CC(CC(C4)C2)C3)cc1
→ ?, 3%, -2%, 0%, -15%, -15%, 6%, -4%, -2%, -2%
Cn1ccsc1=NC(=O)c1ccccc1OC(F)F
→ 19%, -2%, -1%, -2%, -11%, -10%, 2%, -3%, 3%, 1%
CSC1=C(C#N)C(c2ccc(C(C)C)cc2)CC(=O)N1 (stereo unspecified)
→ 6%, 2%, -2%, 12%, -4%, 4%, -7%, 7%, 1%, -4%
O=C(c1ccc(Cl)c(NC2=NC3CS(=O)(=O)CC3S2)c1)N1CCN(c2ccccc2)CC1 (stereo unspecified)
→ -1%, -5%, 10%, 2%, -5%, 0%, -8%, 0%, -6%, 2%

Some of the entries above, set out differently:
Structure | RORg inh | MBNL1-CUG inh | FLuc modulator | NPC1 promoter act | Gal4-VP16 FLuc | BRCA1 expr act | uPA surface inh | ELG1 genotoxic | Rab9 prom act | p53 reactivation
COc1ccc2c(c1)S/C(=C\C(=O)c1ccncc1)N2C | -8% | ? | 6.7µM* | ? | -17% | 4.5µM* | -14% | 21µM* | ? | 22%
COc1ccc(OCCC(=O)NCC23CC4CC(CC(C4)C2)C3)cc1 | ? | 3% | -2% | 0% | -15% | -15% | 6% | -4% | -2% | -2%

The listing continues.
Value order – RORg inh, MBNL1-CUG inh, FLuc modulator, NPC1 promoter act, Gal4-VP16 FLuc, BRCA1 expr act, uPA surface inh, ELG1 genotoxic, Rab9 prom act, p53 reactivation
CSc1cccc(NC(=O)Cc2ccccc2[N+](=O)[O-])c1
→ 41%, 8%, ?, -1%, -15%, 49%, 0%, 3%, -3%, -3%
O=C1CC(c2ccccc2)NN1 (stereo unspecified)
→ /, /, -2%, -2%, /, 1%, 4%, 4%, 1%, 17%
CCC1Sc2ccc(S(=O)(=O)CCC(=O)NCc3ccco3)cc2NC1=O (stereo unspecified)
→ 30%, -4%, 2%, -28%, -9%, -38%, ?, -3%[9.26 µM], -24%, -6%
COc1ccc(Cc2nc3ccc(C(=O)NCc4cc(C)no4)cc3o2)cc1OC
→ ?, 10%, 4%, 0%, ?, -38%, 4%, -6%, -4%, -9%
CN(C)S(=O)(=O)c1cccc(NC(=O)c2ccc(COc3ccccc3)cc2)c1
→ -44%, 5%, ?, -13%, 6.3µM*, 0%, -8%, -14%, -21%, 13%
COc1ccccc1NC(=O)COC(=O)CCC(=O)c1cccs1
→ /, /, -7%, 1%, /, 1%, 8%, 2%, -6%, 7%
O=C(NCCCn1ccnc1)c1ccc(-c2cccc(Cl)c2Cl)o1
→ /, /, /, /, /, -51%, -18%, -2%, /, 4%
CC1CCC/C(=C\Nc2ccc(C(=O)O)c(O)c2)C1=O (stereo unspecified)
→ 23%, 9%, 11µM*, 3.5µM*, 3%, -1%, 3%, ?, 3.5µM*, ?
Cc1cccc(OCc2n[nH]c(=S)o2)c1C
→ ?, -8%, ?, -2%, 25%, 14%, -9%, 1%, -11%, -5%
c1cc(-c2nn[nH]n2)ccc1CN1CCCCC1
→ 5%, -4%, -14%, -2%, -2%, 16%, -2%, -1%, -8%, 13%
Cc1ccc(S(=O)(=O)N(C)C)cc1NC(=O)CSc1nncs1
→ /, /, -5%, -4%, /, 17%, 2%, 4%, -7%, 4%
CN1CCc2c(sc(NC(=O)c3ccc(S(=O)(=O)N4CCOCC4)cc3)c2C(N)=O)C1
→ 17%, ?, 3%, -2%, -4%, 2%, 3%, 2%, 0%, 7%
O=C(CCc1ccccc1)N1CCN(c2ccccc2F)CC1
→ 22%, 3%, 6%, -5%, -8%, 0%, 0%, 0%, -5%, 2%
Cc1ccc2nc(SC(C)C(=O)NCc3ccc4c(c3)OCO4)[nH]c2c1 (stereo unspecified)
→ ?, -11%, 3%, -2%, 4%, 0%, 4%, -2%, 0%, -9%
CC(=O)Nc1cc(C(=O)NCc2ccco2)ccc1Sc1ccc(Cl)cc1
→ 18%, -5%, -2%, -2%, 2%, 3%, -8%, -4%, -3%, -2%

Four entries out of the list above, ordered by the number in Rab9 prom act, rising:
structure	Rab9 prom act
CCC1Sc2ccc(S(=O)(=O)CCC(=O)NCc3ccco3)cc2NC1=O (stereo unspecified)	-24%
Cc1ccc(S(=O)(=O)N(C)C)cc1NC(=O)CSc1nncs1	-7%
CSc1cccc(NC(=O)Cc2ccccc2[N+](=O)[O-])c1	-3%
CN1CCc2c(sc(NC(=O)c3ccc(S(=O)(=O)N4CCOCC4)cc3)c2C(N)=O)C1	0%

(more compounds)
Value order – RORg inh, MBNL1-CUG inh, FLuc modulator, NPC1 promoter act, Gal4-VP16 FLuc, BRCA1 expr act, uPA surface inh, ELG1 genotoxic, Rab9 prom act, p53 reactivation
CCNC(=S)N/N=C/c1cc(C)n(-c2ccc(Cl)cc2)c1C
→ 1.4µM*, 1%, 17µM*, ?, 5µM*, 84%, -10%, ?, ?, 7%
Cn1cnnc1SCC(=O)Nc1ccccc1Oc1ccccc1
→ 20%, -13%, -3%, -3%, -13%, 6%, 1%, -1%, -3%, -4%
Cc1ccc(C2/C(=C(/O)c3ccc(OC(C)C)cc3)C(=O)C(=O)N2CCN2CCOCC2)cc1 (stereo unspecified)
→ -27%[10 µM], 22%, 4%, 11%, 1%, -14%, -1%, 0%, 12%, -3%
COC(=O)c1cccc(NC(=O)Cc2ccsc2)c1
→ 0%, -15%, -4%, 18%, 9%, 59%, -6%, 2%, 13%, -3%
COc1ccc(C2NC(=S)NC(C)=C2C(=O)N2CCOCC2)cc1 (stereo unspecified)
→ -16%, -1%, 4%, -2%, -1%, -14%, -1%, 0%, -3%, 2%
Cc1ccccc1OCC(O)CNC1CCC(NCC(O)COc2ccccc2C)CC1 (stereo unspecified)
→ ?, 0%, -1%, -13%, ?, -95%[inhibitor], -11%, -20%, -3%[1.84 µM], -15%
Cc1cc(C)c(NC(=O)Cn2nnc(C(=O)NCc3cccs3)c2N)c(C)c1
→ -1%, -8%, -2%&-2%, -5%, 1%, 4%, 1%, 2%, -16%, 4%
CN(CCOc1ccc(-c2ccn(S(=O)(=O)c3cccc4ccccc34)n2)cc1)c1ccccn1
→ 3%, 17%, 3%, 6%, -12%, 0%, -3%, -4%, -8%, 7%
S=C1NCN(Cc2cccnc2)CN1
→ 12%, /, -2%, -5%, -4%, 18%, 6%, -1%, -3%, -1%
CCc1nccn1CCC(=O)NC1CCCc2c1cnn2-c1ccc(F)cc1F (stereo unspecified)
→ 5%, -3%, 1%, 1%, 5%, -17%, 12%, -1%, -1%, -1%
COC(=O)c1cccc(C(=O)Nc2ccc(F)cc2)n1
→ -3%, 0%, -18%, 2%, -11%, -50%, 9%, -2%, 3%, 8%
CC1CCCN(C(=O)COC(=O)C2CCN(S(=O)(=O)c3ccc4c(c3)OCCO4)CC2)C1 (stereo unspecified)
→ /, /, -1%, -1%, /, 0%, 0%, 3%, 0%, 11%
